HCT116 bCat-KO: beta-catenin-lacking colon tumor cell growth suppression; AID 818; viability, % at 10 µM; hit rate 1.5% among 140,000; HCT116 beta-catenin knockout viability, CellTiter-Glo, 60 h; active compounds read low;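 active = viability at or under a set limit, the compound median less 4 SD, cut at about 6% in these data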;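 note: 0% = Hyamine 1622 control at 20 µM and 100% = untreated cell control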
Yeast growth inh: reduces growth of yeast BB579 in restrictive medium. S. cerevisiae BB579 growth, OD615, 48 h. inhibition, % at 10 µM. hit rate 0.51% among 140,000. AID 804;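 active = inhibition above a set limit, 3 SD over the mean compound inhibition, cut at about 44% in these data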; note: inactives centre near -24
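controls = amphotericin B 10 µg/mL, positive | assay system = DeaD yeast strain BB579 | schedule = 48 h compound exposure at 30 °C after 4 h preincubation | detection = OD615 turbidity measurement | medium = restrictive CSMM-D medium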
HCT116 PTEN-null: growth suppressors of cells with PTEN tumor suppressor deletion; hit rate 1.2% among 140,000; HCT116 PTEN-null viability, CellTiter-Glo, 60 h; active compounds read low; viability, % at 10 µM;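 active = viability at or below a set limit, 4 SD under the median of all tested compounds, cut at about 3.7% in these data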;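 note: PTEN knockout HCT116 line with beta catenin targeted HCT116 as companion control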
Measles CPE: protection of cells from measles virus | protection (pct of control), % at 4 µM | hit rate 1.5% among 140,000 | Measles virus-infected cells, CPE protection, absorbance; in the data active = protection mostly above about 24%, no sharp cut-off; inactive = mostly below about 26%; note: some compounds called inactive have numbers as strong as hits
GALR2 antag: antagonists of human galanin receptor 2 (GALR2); O43603; GALR2-expressing cells, antagonist mode; inhibition, % at 4 µM; hit rate 0.39% among 140,000; in the data active = inhibition above about 27%;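 note: cells stimulated with galanin 1-16 at roughly its EC80; 0% = agonist challenge control and 100% = basal control without agonist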
Target sequence (O43603 whole entry, looked up): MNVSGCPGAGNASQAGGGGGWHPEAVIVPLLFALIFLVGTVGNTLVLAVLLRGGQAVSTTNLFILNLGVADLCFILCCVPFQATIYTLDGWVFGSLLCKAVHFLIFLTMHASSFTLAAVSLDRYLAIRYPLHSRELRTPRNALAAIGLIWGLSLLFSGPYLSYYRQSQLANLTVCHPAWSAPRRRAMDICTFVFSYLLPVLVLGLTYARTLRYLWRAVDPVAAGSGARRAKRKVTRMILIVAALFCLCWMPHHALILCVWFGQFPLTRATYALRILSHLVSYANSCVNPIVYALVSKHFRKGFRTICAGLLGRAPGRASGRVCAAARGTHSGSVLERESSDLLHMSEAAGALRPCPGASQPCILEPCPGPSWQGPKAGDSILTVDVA
Phagocytosis inh: inhibitors of macrophage phagocytosis; inhibition, % at 5 µM; J774A.1 macrophage IgG-bead phagocytosis, imaging; AID 1029; hit rate 0.07% among 110,000;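 active = inhibition above the mean of the plate negative controls plus 5 SD, cut at about 13% in these data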;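 note: phagocytic index as fraction of beads internalized from green versus red external bead signal; plate controls were DMSO negative control for no effect and cytochalasin-D positive control for full effect; some results beyond the cut were filed as inactive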
MRP1 act: MRP-1 activation; H69AR cells + doxorubicin, viability rescue, CellTiter-Glo; viability increase, % at 10 µM; hit rate 0.61% among 140,000; AID 799;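 active = viability gain under doxorubicin at or above a set limit, the compound median plus 3 SD, cut at about 4.7% in these data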;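 note: MRP-1 overexpressing cells given doxorubicin 25 µM after compound pretreatment; 18-22 h compound pretreatment then 72 h with doxorubicin before readout; 0% = doxorubicin-only wells and 100% = vehicle-treated cells without doxorubicin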
E-sel TNF inh: blocks E-selectin expression induced by TNF alpha; HUVEC TNFa-induced E-selectin immunofluorescence, high content; inhibition, % at 2 µM; hit rate 0.71% among 120,000;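 active = inhibition above the batch mean plus 3 SD, and confirmed as a hit on visual image review, cut at about 43% in these data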;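 note: 0% = TNF-stimulated DMSO wells and 100% = unstimulated control wells; not every result past the cut was called active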
Yeast lifespan up: extends the lifespan of yeast | hit rate 0.68% among 130,000 | S. cerevisiae growth with nicotinamide, OD615; deaD strain in restrictive glucose medium | inhibition of the nicotinamide effect, % at 10 µM;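 active = inhibition above a set limit, placed 3 SD over the median of all compounds, cut at about 26% in these data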;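 note: 0% = nicotinamide-treated wells and 100% = cells grown without nicotinamide; some compounds called inactive have numbers as strong as hits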
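Material: Modified budding yeast, DeaD strain | Medium: Restrictive glucose medium | Probe or stimulus: 1.5 mM nicotinamide | Dosing: Single dose 10 µM compound, 0.25% DMSO | Times: 48 h at 30 °C | Technique: OD615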
NPY Y2 blocker: NPY-Y2 (human) receptor antagonism; hit rate 0.99% among 140,000; NPY-Y2 expressing cells, antagonist mode; AID 793; inhibition, % at 2.7 µM; in the data active = inhibition above about 17%;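 note: 0% = vehicle with agonist challenge and 100% = reference antagonist with challenge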
Target sequence (P49146 whole entry, looked up): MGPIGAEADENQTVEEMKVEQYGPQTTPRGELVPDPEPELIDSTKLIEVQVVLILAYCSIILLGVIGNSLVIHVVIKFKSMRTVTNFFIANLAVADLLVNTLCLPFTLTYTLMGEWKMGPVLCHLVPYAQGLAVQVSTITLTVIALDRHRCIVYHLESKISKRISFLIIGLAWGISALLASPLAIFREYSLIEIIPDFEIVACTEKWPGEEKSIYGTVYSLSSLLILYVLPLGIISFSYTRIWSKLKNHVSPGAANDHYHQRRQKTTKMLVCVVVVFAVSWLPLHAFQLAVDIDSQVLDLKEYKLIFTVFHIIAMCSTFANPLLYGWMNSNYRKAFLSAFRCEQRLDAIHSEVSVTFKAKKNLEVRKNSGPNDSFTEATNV
Active calls of the source: *; x = no result given. Hits appear at their usual frequency. Share with any hit: about 6.1%.

1. CCCN(CCC)CCNc1c(N2CCN(C(=O)OCC)CC2)c(=O)c1=O
2. COCCCNC(=O)CC(NS(=O)(=O)c1ccc(OC)cc1)c1ccc(OC)cc1 (stereo unspecified)
3. COc1ccc(NC(=O)CC(C(=O)O)N2CCCCC2)cc1 (stereo unspecified)
4. O=C(NOC(=O)c1ccccc1Cl)c1cccs1
5. COc1cc(OC)cc(C(=O)NC2CC3CCC(C2)N3Cc2ccco2)c1 (stereo unspecified)
6. Cc1ccc(SCC2=NNC(=O)C2)cc1
7. COc1ccc(CN2CC(C(=O)NCCCOC(C)C)CC2=O)cc1 (stereo unspecified)
8. CC(=O)Nc1cnn(Cc2ccc(Br)cc2)c1

assay / entry,1,2,3,4,5,6,7,8
HCT116 bCat-KO,91,92,101,103,94,94,93,98
Yeast growth inh,-30,-37,-26,-8,-36,-4,-22,-37
HCT116 PTEN-null,107,101,103,95,99,95,100,102
Measles CPE,3,4,3,6,5,19,14,5
GALR2 antag,-2,1,0,4,11,2,4,4
Phagocytosis inh,-1,0,-1,0,-1,x,-2,-1
MRP1 act,-0.7,-2.2,-1.0,0.1,-2.9,-4.4,-0.2,0.4
E-sel TNF inh,10,-12,8,15,-5,17,6,-14
Yeast lifespan up,-9,-14,-3,11,-5,1,-5,-9
NPY Y2 blocker,-1,2,4,2,-2,6,6,0

9. CCOC(=O)N1CCC(N2C(=O)c3ccc(C(=O)NCc4ccco4)cc3C2=O)CC1
10. COc1ccc(/C=C/C(=O)O)cc1COc1cccc(C)c1
11. CCOC(=O)CSc1nc2c(c(=O)[nH]c(=O)n2C)n1C/C=C(/C)Cl
12. CCCCn1nnc(NC(=O)c2ccco2)n1
13. COc1ccc(OC)c(NC(=O)CSC2=C(C#N)C(c3ccco3)C3=C(CCCC3=O)N2)c1 (stereo unspecified)
14. CCNc1nc(NCC)nc(OCCOC(=O)c2ccccc2)n1
15. CCc1cc2c(=O)c(-c3nc4ccccc4[nH]3)coc2cc1OC(=O)N1CCOCC1
16. COC(=O)c1cn(-c2ccc(Cl)cc2)c(=O)c2ccccc12

assay / entry,9,10,11,12,13,14,15,16
HCT116 bCat-KO,101,93,100,96,113,96,88,95
Yeast growth inh,-15,-31,-27,-19,-26,-41,-23,-16
HCT116 PTEN-null,100,102,101,100,90,102,93,89
Measles CPE,28,12,x,3,19,9,16,9
GALR2 antag,10,-8,-6,10,5,6,-1,1
Phagocytosis inh,0,-5,-1,0,3,0,x,x
MRP1 act,-3.0,-2.3,-0.6,-0.6,-4.5,-0.6,-5.2,-3.4
E-sel TNF inh,x,x,-14,-4,-34,-43,6,15
Yeast lifespan up,-6,2,-7,6,-15,-19,18,-6
NPY Y2 blocker,1,4,0,0,6,3,0,7

17. Fc1ccc(OCc2nn3cnnc3s2)cc1
18. O=C(CC12CC3CC(CC(C3)C1)C2)N1CCOCC1
19. N/C(=N\OC(=O)CCCc1ccccc1)c1ccccn1
20. COc1ccc(/C=C/C(=O)OCC(=O)NCc2cccs2)cc1OC
21. O=C(NCc1ccco1)c1ccc(OCC2CCCO2)cc1 (stereo unspecified)
22. O=C(Nc1ccc2oc(-c3cccnc3)nc2c1)c1cccnc1
23. Cc1ccc(NS(=O)(=O)c2ccc(N3C(=O)CCC3=O)cc2)cc1
24. Cc1ccc(-n2c(=O)c3sccc3n(Cc3cc(=O)n4ccccc4n3)c2=O)cc1F

assay / entry,17,18,19,20,21,22,23,24
HCT116 bCat-KO,82,94,95,89,103,98,82,94
Yeast growth inh,-27,-16,-37,-5,-10,-1,-23,-44
HCT116 PTEN-null,105,94,103,101,96,95,86,93
Measles CPE,37,16,7,7,22,14,4,29
GALR2 antag,4,-18,4,7,4,-2,1,-2
Phagocytosis inh,-1,0,-3,-8,0,-2,0,-5
MRP1 act,-0.6,-0.1,-1.6,-0.1,-1.9,-0.1,-1.1,-1.4
E-sel TNF inh,2,-3,2,x,x,-29,-2,x
Yeast lifespan up,-9,-4,-4,-1,-24,-11,-10,3
NPY Y2 blocker,3,-1,10,2,3,2,2,2

25. Cc1ccc2nc(SCc3nnc(-c4ccccc4[N+](=O)[O-])o3)c(C#N)cc2c1
26. Cc1ccccc1C(=O)Nc1ccc(Br)cn1
27. Cc1ccc2c(c1)cc(CN(CCc1ccccc1)C(=O)N1CCOCC1)c1nnnn12
28. Cc1ccc(C)c(N2CCN(C(=O)c3ccc(CS(=O)(=O)c4ccccc4C)o3)CC2)c1
29. C=CCN=C1SC(CC)C(=O)N1S(=O)(=O)c1ccc(C)cc1 (stereo unspecified)
30. CCOc1ccc(-c2nc(-c3ccc(OC)c(OC)c3)no2)cc1OCC
31. CCN1CCN(C(c2cccs2)C(C)NC(=O)NC2CCCCC2)CC1 (stereo unspecified)
32. Cc1ccc(NC2=C(Cl)C(=O)N(C3CCCCC3)C2=O)cc1

assay / entry,25,26,27,28,29,30,31,32
HCT116 bCat-KO,49,57,90,16,98,106,96,97
Yeast growth inh,-28,-60,-45,-67,-6,-46,-11,-4
HCT116 PTEN-null,53,47,100,21,95,107,102,95
Measles CPE,1,x,17,12,6,7,6,10
GALR2 antag,-2,3,-12,-1,-8,-4,-7,11
Phagocytosis inh,x,0,0,x,1,0,-1,x
MRP1 act,-5.0,-1.4,-1.2,-1.3,-1.6,1.2,-2.3,-3.2
E-sel TNF inh,-28,19,-25,-10,-17,x,x,x
Yeast lifespan up,-11,-10,1,-7,-4,-8,-8,4
NPY Y2 blocker,3,3,-1,2,3,0,1,1

33. O=C(CN(C(=O)Cn1nnc(-c2cccs2)n1)c1ccc2c(c1)OCCO2)NC1CCCCC1
34. Cc1ccccc1NC(=O)C1C2/C=C\CCCCC21 (stereo unspecified)
35. Nc1cc(N)nc(SCC(=O)c2ccccc2)n1
36. Cc1csc(SCC(=O)c2cc(C)n(Cc3cccs3)c2C)n1
37. Cc1ccc(S(=O)(=O)N2CCC(=O)N(CCOCc3ccc(Cl)cc3)CC2)cc1
38. O=C(N/N=C/c1cccc([N+](=O)[O-])c1O)c1cccs1
39. Cn1c(C(=O)NC2CCCCC2)cc2sccc21
40. CCOc1ccc(NS(=O)(=O)c2cnc(Cl)c(Cl)c2)cc1

assay / entry,33,34,35,36,37,38,39,40
HCT116 bCat-KO,88,88,92,75,75,8,103,48
Yeast growth inh,-14,-40,-35,-34,-1,5,-53,-66
HCT116 PTEN-null,90,77,102,70,71,4,97,71
Measles CPE,17,4,30,15,17,12,6,8
GALR2 antag,-1,-14,-1,-4,9,21,-6,-12
Phagocytosis inh,0,-3,x,-2,x,0,0,-1
MRP1 act,-2.1,-1.6,-2.7,-1.6,-1.5,3.8,0.6,-4.4
E-sel TNF inh,17,x,30,2,-3,x,45,-6
Yeast lifespan up,-19,0,-14,-2,2,-7,-7,2
NPY Y2 blocker,1,8,0,8,1,3,8,6

Profiles as entered above. Order of values: HCT116 bCat-KO | Yeast growth inh | HCT116 PTEN-null | Measles CPE | GALR2 antag | Phagocytosis inh | MRP1 act | E-sel TNF inh | Yeast lifespan up | NPY Y2 blocker
Cn1c(C(=O)NC2CCCCC2)cc2sccc21 in the list: 103 | -53 | 97 | 6 | -6 | 0 | 0.6 | 45 | -7 | 8
Cc1csc(SCC(=O)c2cc(C)n(Cc3cccs3)c2C)n1 in the list: 75 | -34 | 70 | 15 | -4 | -2 | -1.6 | 2 | -2 | 8
O=C(N/N=C/c1cccc([N+](=O)[O-])c1O)c1cccs1 in the list: 8 | 5 | 4 | 12 | 21 | 0 | 3.8 | x | -7 | 3
Cc1ccc(S(=O)(=O)N2CCC(=O)N(CCOCc3ccc(Cl)cc3)CC2)cc1 in the list: 75 | -1 | 71 | 17 | 9 | x | -1.5 | -3 | 2 | 1

Additional results follow:
41. COc1ccc(Nc2nc(NCc3ccco3)nc(N/N=C/c3ccccc3Cl)n2)cc1
42. CN(C)S(=O)(=O)Oc1ccc(Cl)cc1C(=O)Nc1cccc(C(F)(F)F)c1
43. Cc1cccc(NC(=O)c2ccc3ccccc3n2)n1
44. COc1cc(C(=O)n2nc(C)cc2C)cc(OC)c1OC
45. Cc1cc(C(F)F)n2ncc(C(=O)NCc3ccccc3)c2n1
46. Cn1c(SCC(=O)NC2CC2)nnc1-c1ccco1
47. COc1ccc(OC)c(C2NC(=O)NC(C)=C2C(=O)Nc2ccc(C)cc2)c1 (stereo unspecified)
48. Cc1noc(C)c1S(=O)(=O)N1CCCC(C(=O)NCCc2ccccc2)C1 (stereo unspecified)

assay / entry,41,42,43,44,45,46,47,48
HCT116 bCat-KO,85,89,81,96,78,104,104,102
Yeast growth inh,-14,-46,-29,9,-24,-31,-7,-12
HCT116 PTEN-null,93,75,91,88,95,99,108,102
Measles CPE,10,11,13,6,38,21,3,15
GALR2 antag,-5,4,14,-4,-4,5,2,6
Phagocytosis inh,x,x,-1,0,-1,-1,-1,0
MRP1 act,2.2,-3.0,-1.2,-1.3,-2.4,0.7,-1.2,0.1
E-sel TNF inh,x,-16,-2,10,-2,-7,-9,x
Yeast lifespan up,0,-12,-17,-10,-21,-2,-9,-8
NPY Y2 blocker,3,-1,4,5,4,6,0,3

49. O=C(NCC(=O)N(CCN1CCOCC1)C(C(=O)NC1CCCC1)c1cccs1)c1ccco1 (stereo unspecified)
50. CCOc1ccc(C(=O)Nc2cccc(SC)c2)cc1
51. CCCCOC(=O)CCc1c(C)[nH]c(=S)[nH]c1=O
52. Cc1ccnc(N2CCC(C(=O)NNC(=O)c3ccccc3C)CC2)n1
53. O=C(NC1CCCC1)c1cnc2n(c1=O)CCS2
54. COc1cccc(CSc2nc3ccccc3[nH]2)c1
55. O=C(CSc1ccc(Cl)cc1)Nn1cnnc1
56. C=CCN(C(C)=O)C1CC(=O)N(c2ccc(OCCC)cc2)C1=O (stereo unspecified)

assay / entry,49,50,51,52,53,54,55,56
HCT116 bCat-KO,89,87,84,95,86,81,102,105
Yeast growth inh,7,-34,-20,-6,-7,-33,-53,-77
HCT116 PTEN-null,91,86,80,94,96,77,97,109
Measles CPE,4,6,9,17,13,7,17,4
GALR2 antag,2,5,-4,1,10,4,-8,-3
Phagocytosis inh,-1,-3,x,x,x,-3,0,-1
MRP1 act,-1.6,2.2,-2.7,-1.1,-3.6,1.1,-0.6,0.5
E-sel TNF inh,-22,21,-5,-13,x,9,x,19
Yeast lifespan up,-17,-8,-8,-5,2,-7,-10,4
NPY Y2 blocker,-1,4,7,1,0,2,4,2

57. O=C(NCc1cccs1)c1ccc(N2CCCCC2)nc1
58. Cc1ccc2nc(SCc3ccc([N+](=O)[O-])cc3)[nH]c2c1
59. CCCC(C)NC(=O)c1cc(C(=O)OC)cc([N+](=O)[O-])c1 (stereo unspecified)
60. CC(OC(=O)c1ccccc1Br)C(=O)Nc1nc(-c2cccc([N+](=O)[O-])c2)cs1 (stereo unspecified)

assay / entry,57,58,59,60
HCT116 bCat-KO,96,72,93,85
Yeast growth inh,-18,-15,-12,-22
HCT116 PTEN-null,106,71,104,96
Measles CPE,6,7,24,11
GALR2 antag,11,10,8,-4
Phagocytosis inh,2,x,-4,-14
MRP1 act,0.4,0.2,-1.5,1.7
E-sel TNF inh,-5,30,x,8
Yeast lifespan up,-8,-9,-1,-2
NPY Y2 blocker,3,-3,2,3
